Screening data as filed in PubChem BioAssay.
IL2 activator – activates IL-2 in a cell-based reporter assay | 0.065% of 360,000 active | activation, % (series mostly up to about 46 µM) | AID 652025 | IL-2 activation reporter assay, cell-based qHTS; stimulated with anti-CD3/CD4/CD28 beads; in transgenic mouse T cells; in the data active = activation above about 50%; inconclusive = mostly about 30% to 49%; also: 0% is about no effect
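First, unstimulated transgenic mouse T cells were exposed to compound for 60 min. Next, anti-CD3/anti-CD4-coated beads with anti-CD28 were added. Finally, after 18 h at 37 degrees C, EGFP and DsRed were imaged.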
EPAC2 ag – agonists of human EPAC2 (RAPGEF4). Q8WZA2. EPAC2 activation, biochemical qHTS; response scale: 100% = 6.5 mM cAMP response. Potency, µM (doses to about 154 µM), for the others: at the top dose activation, hits mostly activators. 0.079% of 360,000 active. AID 720711; also: potency is read from the fitted curve at half-maximal effect; nearly all actives have a fitted effect of over 50% in size
Target sequence (Q8WZA2 whole entry, looked up): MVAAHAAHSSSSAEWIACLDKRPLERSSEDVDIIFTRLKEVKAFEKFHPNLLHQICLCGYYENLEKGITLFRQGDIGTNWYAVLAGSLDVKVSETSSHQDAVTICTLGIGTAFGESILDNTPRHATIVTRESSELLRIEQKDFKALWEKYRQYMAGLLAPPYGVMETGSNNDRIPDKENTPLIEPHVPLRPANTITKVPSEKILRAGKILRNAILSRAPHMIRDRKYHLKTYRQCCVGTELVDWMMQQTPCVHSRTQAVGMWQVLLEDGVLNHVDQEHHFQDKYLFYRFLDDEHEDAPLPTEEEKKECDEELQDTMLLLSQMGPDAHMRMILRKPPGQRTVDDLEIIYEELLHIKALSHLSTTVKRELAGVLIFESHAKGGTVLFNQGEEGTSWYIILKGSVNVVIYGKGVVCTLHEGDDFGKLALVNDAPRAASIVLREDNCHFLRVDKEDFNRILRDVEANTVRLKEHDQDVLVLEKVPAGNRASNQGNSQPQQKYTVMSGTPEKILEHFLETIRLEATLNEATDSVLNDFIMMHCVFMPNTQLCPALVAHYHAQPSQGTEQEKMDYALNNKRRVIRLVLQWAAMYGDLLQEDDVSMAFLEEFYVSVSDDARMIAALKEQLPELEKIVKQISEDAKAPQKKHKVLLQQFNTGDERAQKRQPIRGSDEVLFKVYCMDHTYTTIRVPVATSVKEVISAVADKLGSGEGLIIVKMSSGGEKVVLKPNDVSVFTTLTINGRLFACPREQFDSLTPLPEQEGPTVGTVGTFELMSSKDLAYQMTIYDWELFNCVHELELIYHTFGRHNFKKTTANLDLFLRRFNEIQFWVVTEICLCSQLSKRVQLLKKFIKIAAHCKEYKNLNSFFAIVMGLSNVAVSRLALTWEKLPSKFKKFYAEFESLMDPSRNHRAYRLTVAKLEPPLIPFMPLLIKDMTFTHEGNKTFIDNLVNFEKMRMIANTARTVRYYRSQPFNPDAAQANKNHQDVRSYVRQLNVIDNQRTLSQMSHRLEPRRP
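Each well held 100 nM EPAC2, 250 nM RAP1B-BODIPY-GDP and 50 uM GDP. Fluorescence, read at 5-min intervals to 30 min, was referenced to a 6.5 mM cAMP positive control.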
S2 tox – reduces viability in counter-screen for ATXN expression inhibitors | S2 cells (HEK-293 line with an ATXN2-luciferase reporter) viability, CellTiter-Fluor protease fluorescence, 24 h | Potency, µM (series often up to 56.7 µM), usual class: cytotoxic | 0.49% of 400,000 active | AID 651635; also: potency is read from the fitted curve at half-maximal effect; nearly all actives have a fitted effect of over 40% in size
A549 tox – kills or reduces viability of A549 cells in Nrf2 counter-screen. Potency, µM (top dose mostly 46 µM), for the others: at the highest dose activity change, negative = cytotoxicity, hits mostly inhibitors. 0.16% of 390,000 active. A549 ARE-Fluc cells, CellTiter-Fluor viability, 18-24 h; also: potency is read from the fitted curve at half-maximal effect; % is scaled to controls: 0 for no effect and ±100 for the full control effect
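A549 ARE-Fluc cells in 5% FBS OPTI-MEM, 5000 cells/well, rested 2 h then exposed to compounds in concentration-response for 18-24 h at 37 °C. Viability by CellTiter-Fluor fluorescence (Ex 405/Em 525) after 30 min; luciferase luminescence (BugLite, 15 min, RT) read afterwards.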
Nrf2 ARE act – activates Nrf2 signaling; AREc32 ARE-luciferase reporter (MCF7-derived line), luminescence, 24 h; Potency, µM (doses to about 46.1 µM), for the others: at the highest dose activation, hits mostly activators; AID 624171; 0.31% of 410,000 active; also: potency is read from the fitted curve at half-maximal effect; % of control where 0% means no effect; nearly all actives have a fitted effect of over 65% in size
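AREc32 cells carrying an ARE-driven firefly luciferase, 1000 cells/well in OPTI-MEM with 5% FBS, dosed after overnight attachment and incubated 24 hr at 37 deg C. Steady-Glo luminescence read after 30 min at RT.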
ATXN2 expr inh – inhibitors of ATXN2 expression; HEK-293 ATXN2-luciferase reporter, luminescence, 24 h; Potency, µM (highest dose often 57 µM), for inactives: top-dose activity change, negative = inhibition, actives largely listed as inhibitors; 0.72% of 360,000 active; AID 1745845; also: potency is read from the fitted curve at half-maximal effect; % is scaled to controls: 0 for no effect and ±100 for the full control effect; nearly all actives have a fitted effect of over 55% in size
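ATXN2-luciferase reporter cells (luciferase flanked by upstream and downstream ATXN2 gene portions) were treated 24 h at 37 °C with compounds at up to 57 uM. SteadyGlo luminescence gave expression; GF-AFC fluorescence gave viability.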
Nrf2 block – Nrf2 pathway inhibition | AID 504444 | Potency, µM (highest dose often 46 µM), for the others: at the top dose activity change, negative = inhibition, usual class: inhibitors | 2.1% of 360,000 active | A549 ARE-Fluc reporter, luciferase luminescence, 18-24 h; also: potency is read from the fitted curve at half-maximal effect; % is scaled to controls: 0 for no effect and ±100 for the full control effect; nearly all actives have a fitted effect of over 60% in size
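A549 ARE_Fluc cells (5000/well, 5% FBS OPTI-MEM) pre-incubated 2 h, then treated with compounds 18-24 h at 37C/5% CO2 in concentration-response. CellTiter-Fluor viability read first; BugLite luciferase luminescence after 15 min at room temperature gives Nrf2 activity.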
TGFb SMAD3 inh – blocks TGF-b signaling | 1.2% of 410,000 active | Potency, µM (doses to about 46.1 µM), inactives show at the highest dose activity, negative = inhibition, most hits filed as inhibitors | HepG2 CAGA-GFP TGF-b/SMAD3 reporter, GFP fluorescence, 18 h; TGF-beta stimulated, 500 pg/mL final; also: potency is read from the fitted curve at half-maximal effect; % is scaled to controls: 0 for no effect and ±100 for the full control effect; nearly all actives have a fitted effect of over 65% in size
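HEPG2 CAGA-GFP, 1000 cells/well; 2 h settle, 37 C; cpd via pin tool; TGF-b 500 pg/mL final; 18 h, 37 C; GFP imaging ex488/em500-530; %Activity normalised to -TGF-b and +DMSO controls; CRC fit, curve class.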
HepG2 tox – HepG2 cytotoxicity, counter-screen for TGF-b inhibitors; 0.76% of 410,000 active; HepG2 CAGA-GFP viability, ATP luminescence, 18 h; Potency, µM (doses to about 46.1 µM), for inactives: at the highest dose activity change, negative = cytotoxicity, most hits filed as cytotoxic; also: potency is read from the fitted curve at half-maximal effect; some results filed as inactive show a strong effect at the top dose
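CellTiter-Glo luminescence gave cytotoxicity after 18 hours at 37 degrees C. The cells were HepG2 CAGA-GFP in 1% FBS DMEM, stimulated with 500 pg/mL TGF-beta after compound addition. %Activity was normalised to no-cell wells (complete cell-killing) and DMSO (no toxicity), and curves were fitted and classified.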
The depositor's hits bear a star; i = inactive; ? = inconclusive; / = no result given; [ ] = another dose, or the depositor's remark. Unless noted, calls follow the shape of the dose curve; as a rule, active = well fitted curve in the direction sought with a large enough effect; inconclusive = small, poorly fitted or top-dose-only effect, or another doubt; inactive = no such curve, though single readings can be large; an effect the other way counts as inactive or inconclusive.

Sample of the layout (8 entries):
compound,IL2 activator,EPAC2 ag,S2 tox,A549 tox,Nrf2 ARE act,ATXN2 expr inh,Nrf2 block,TGFb SMAD3 inh,HepG2 tox
COc1cccc(NC(=O)Nc2ccc(Cc3ccncc3)cc2)c1,0.3,15%,i,-8%,0.2%,14%,?,-10%,-24%
O=C(Nc1ccc(Nc2ccccc2)cc1)c1c(Cl)cccc1Cl,0.4,15%,?,-13%,-0.3%,-29%,21%,4%,-67%
Cc1ccc(C)c(S(=O)(=O)N2CCCOC2CNC(=O)C(=O)NC2CCCCC2)c1 (centres undefined),-1.9,-2%,?,-2%,0.2%,3%,11%,-3%,2%
COc1cccc2cc(C(=O)NCCN3CCOCC3)oc12,-2.4,3%,i,-1%,0.3%,2%,14%,-5%,-3%
CCOc1ccc(NC(=O)CN(C)C(=O)c2ccc3c(c2)C(=O)N(CCC(C)C)C3=O)cc1OCC,-3.1,-11%,i,3%,0.0%,-3%,12%,24%,7%
CC(C)CCN1C(=O)c2ccc(C(=O)Nc3ccc(Br)cc3C(=O)O)cc2C1=O,0.5,-18%,i,2%,0.4%,/,6%,-1%,-15%
NC(=O)c1sc2nc3c(c(-c4ccc(Cl)cc4)c2c1N)CCCC3,1.3,14%,i,2%,-0.6%,-22%,?,?,-19%
O=C(c1cc2c(=O)oc3ccccc3c2s1)N1CCOCC1,0.5,2%,i,1%,-0.2%,3%,24%,-1%,-8%

All compounds of this part (from the top)
compound,IL2 activator,EPAC2 ag,S2 tox,A549 tox,Nrf2 ARE act,ATXN2 expr inh,Nrf2 block,TGFb SMAD3 inh,HepG2 tox
COc1cccc(NC(=O)Nc2ccc(Cc3ccncc3)cc2)c1,0.3,15%,i,-8%,0.2%,14%,?,-10%,-24%
O=C(Nc1ccc(Nc2ccccc2)cc1)c1c(Cl)cccc1Cl,0.4,15%,?,-13%,-0.3%,-29%,21%,4%,-67%
Cc1ccc(C)c(S(=O)(=O)N2CCCOC2CNC(=O)C(=O)NC2CCCCC2)c1 (centres undefined),-1.9,-2%,?,-2%,0.2%,3%,11%,-3%,2%
COc1cccc2cc(C(=O)NCCN3CCOCC3)oc12,-2.4,3%,i,-1%,0.3%,2%,14%,-5%,-3%
CCOc1ccc(NC(=O)CN(C)C(=O)c2ccc3c(c2)C(=O)N(CCC(C)C)C3=O)cc1OCC,-3.1,-11%,i,3%,0.0%,-3%,12%,24%,7%
CC(C)CCN1C(=O)c2ccc(C(=O)Nc3ccc(Br)cc3C(=O)O)cc2C1=O,0.5,-18%,i,2%,0.4%,/,6%,-1%,-15%
NC(=O)c1sc2nc3c(c(-c4ccc(Cl)cc4)c2c1N)CCCC3,1.3,14%,i,2%,-0.6%,-22%,?,?,-19%
O=C(c1cc2c(=O)oc3ccccc3c2s1)N1CCOCC1,0.5,2%,i,1%,-0.2%,3%,24%,-1%,-8%

(more compounds)
compound,IL2 activator,EPAC2 ag,S2 tox,A549 tox,Nrf2 ARE act,ATXN2 expr inh,Nrf2 block,TGFb SMAD3 inh,HepG2 tox
O=C(NCCC1CCCCN1S(=O)(=O)c1ccc(Cl)cc1)C(=O)NCCN1CCOCC1 (centres undefined),2.0,-6%,i,0%,3.5%,0%,?,?,-56%
O=C1CSC2(C(=O)N(Cc3c(F)cccc3Cl)c3ccccc32)N1c1ccc(F)c(F)c1 (centres undefined),/,/,i,-29%,0.8%,-32%,?,?,-31%
CCCSc1nnc2c(n1)OC(CC)N(C(C)=O)c1ccccc1-2 (centres undefined),/,/,i,1%,-0.8%,5%,-9%,-10%,1%
C[C@@H]1CN([C@H](C)CO)C(=O)CCCn2nncc2CO[C@@H]1CN(C)C(=O)C1CC1,-1.7,9%,i,/,-0.6%,7%,/,43%[activator],47%
CCN(CC)S(=O)(=O)c1cccc(NC(=O)COc2ccc(Cl)cc2Br)c1,-0.4,-3%,i,-17%,3.4%,1%,?,?,-7%
COc1ccc(/C=C/c2nc(C#N)c(NC3CCCCC3)o2)cc1OC,/,/,/,-10%,5.7%,/,-11%,?,-15%
COc1ccccc1-c1sc2cc3c(cc2c1C#CCO)OCO3,-1.5,13%,?,-4%,5.8%,1%,14%,-12%,3%
Cc1ccc(-n2c(Cn3nc(C(F)(F)F)cc3C)n[nH]c2=S)cc1,-2.8,6%,i,3%,-0.2%,15%,/,-7%,4%

(cont.)
compound,IL2 activator,EPAC2 ag,S2 tox,A549 tox,Nrf2 ARE act,ATXN2 expr inh,Nrf2 block,TGFb SMAD3 inh,HepG2 tox
CC(=O)c1ccc(NC(=O)CSc2nc(Nc3ccccc3)nc(N3CCOCC3)n2)cc1,0.7,-2%,i,-7%,12%,2%,?,15%,-3%
CCCN=C1NC(=O)C(CC(=O)NCCc2ccc(OC)c(OC)c2)S1 (centres undefined),-3.2,-3%,i,2%,0.2%,9%,-9%,0%,17%
COc1ccccc1C(=O)NNC(=O)C(=O)NC(C)(C)C,0.1,-2%,i,0%,9.2%,-25%,-5%,-9%,-27%
Cc1[nH][nH]c(=O)c1C(c1c(C)[nH][nH]c1=O)c1cn(Cc2ccc(Cl)c(Cl)c2)c2ccccc12,-0.8,7%,?,-2%,?,?,-12%,13µM*,-19%
CCOC(=O)N1CCN(S(=O)(=O)c2cc(-c3nn4c(C)nnc4c4ccccc34)ccc2C)CC1,-0.2,-20%,i,-18%,-0.2%,5%,?,-4%,-14%
COc1ccc(-n2nc(C(=O)O)c3ccccc3c2=O)cc1,-3.5,8%,i,-12%,-0.9%,-2%,-7%,-8%,0%
COc1cccc(CNn2cn[nH]c2=S)c1OCc1ccccc1,0.3,4%,i,9%,-0.6%,-14%,-22%,-7%,2%
Cc1oc(-c2ccc(Cl)cc2)[n+]([O-])c1C,-1.6,5%,i,-13%,-0.4%,1%,-24%,-5%,-4%

Next section:
compound,IL2 activator,EPAC2 ag,S2 tox,A549 tox,Nrf2 ARE act,ATXN2 expr inh,Nrf2 block,TGFb SMAD3 inh,HepG2 tox
O=C(O)C1CCCN1C(=O)NC1CCCCC1 (centres undefined),-1.0,-6%,i,-10%,-0.1%,/,10%,2%,2%
CCN1C(=O)C(CC(=O)NCc2ccc(Cl)cc2)N(CC)C1=O (centres undefined),0.5,10%,i,10%,-0.2%,0%,1%,-1%,16%
Cc1nn(C(=O)c2c(F)cccc2F)c(C)c1S(=O)(=O)N1CCCCCC1,/,/,i,0%,-0.7%,4%,/,-15%,-4%
COc1nccc(C(F)(F)F)c1C(=O)NC(=O)Nc1ccccc1,1.2,5%,i,-1%,-0.3%,/,3%,-4%,-2%
COc1cccc(C#Cc2ccc3c(c2)O[C@@H](CN(C)C(=O)c2ccccn2)[C@@H](C)CN([C@H](C)CO)S3(=O)=O)c1,-2.8,1%,?,/,-0.4%,?,/,-9%,-26%
COc1cc2c(cc1OC)-c1cc(NC3CCCCCC3)nc(=O)n1CC2,-3.6,0%,i,-1%[1.84 µM],7.2%,15%,?,26%,-37%
COCC(=O)N1CCC(Oc2ccc(C(=O)NCc3cc(C(C)C)no3)cc2)CC1,-0.6,-11%,i,1%,0.1%,0%,10%,-5%,-1%
CCn1c2ccccc2c2nnc(N3CCN(c4ccc(F)cc4)CC3)nc21,/,/,/,-3%,0.7%,/,-1%,-8%,-13%

Next entries follow:
compound,IL2 activator,EPAC2 ag,S2 tox,A549 tox,Nrf2 ARE act,ATXN2 expr inh,Nrf2 block,TGFb SMAD3 inh,HepG2 tox
CCCN(CCC)CCCNc1ccc(C(=O)Nc2cccc(OC)c2)cc1[N+](=O)[O-],0.3,-1%,i,-19%,3.0%,-23%,3%,5%,-6%
C=CCNCCOCCOc1ccccc1-c1ccccc1,-3.5,12%,i,-18%,-2.5%,/,-1%,-25%,-85%
OC(c1cccc(Cl)c1)c1nccc2ccccc12 (centres undefined),-0.5,19%,i,19%,-0.6%,-7%,11%,-4%,0%
N#CCCn1nc(-c2ccc(Cl)cc2)cc1Nc1ccccc1NC(=O)C(F)(F)F,0.6,1%,i,-9%,0.6%,-1%,0%,-5%,33%
Cc1csc2nc(CSc3ccc(Cl)cc3)cn12,-0.6,0%,?,-2%,-0.1%,61%[activator],9%,-16%,-18%
COc1ccc(N2Cc3cccc(C(=O)N4CCN(C(=O)c5ccco5)CC4)c3C2=O)cc1,0.9,-1%,i,-4%,-0.8%,-12%,7%,-4%,-4%
Cc1cc(C(=O)N/N=C\C(Br)=C\c2ccccc2)c(C)o1,-1.0,7%,i,0%,20µM*,-14%,?,-4%,-21%
COc1ccc(NS(=O)(=O)c2cc(NC(=O)c3cnc(C)cn3)ccc2N2CCCCC2)cc1,-1.7,3%,i,6%,-1.2%,-11%,?,-7%,12%

Later entries
compound,IL2 activator,EPAC2 ag,S2 tox,A549 tox,Nrf2 ARE act,ATXN2 expr inh,Nrf2 block,TGFb SMAD3 inh,HepG2 tox
Cc1c(NC(=O)C(C)OC(=O)c2ncc(Cl)c(Cl)c2Cl)c(=O)n(-c2ccccc2)n1C (centres undefined),-3.4,8%,?,1%,22%,-1%,-7%,?,4%
Cc1ccc(S(=O)(=O)NCC(=O)OCC(=O)c2ccc(Br)s2)cc1,-0.6,3%,i,-3%,0.0%,8%,3%,-11%,-5%
O=C(CSc1nncn1-c1cccnc1)Nc1cccc(C(F)(F)F)c1,-0.3,0%,i,-5%,-0.4%,13%,?,0%,-41%
Cc1cc2ccccn2c1C(=O)c1ccc(S(=O)(=O)N(C)C)cc1,0.6,3%,?,-17%,-0.1%,-20%[11.3 µM],?,-18%,-15%
COc1ccccc1S(=O)(=O)CC(O)COc1ccccc1Cl (centres undefined),-0.3,-4%,i,2%,3.0%,-6%,3%,0%,-1%
